Source: PubChem BioAssay (several laboratories)
PABP1 MLLE inh: inhibitors of PABP1 MLLE–PAM2 peptide binding, primary screen, biochemical, fluorescence polarization, FITC-PAM2, GST-MLLE; Polyadenylate-binding protein 1 (Homo sapiens), P11940; inhibition, % at 20 µM; 360,000 tested, 0.36% active; AID 588489, 2011; in the data active means inhibition above about 35%, passing the limit was not always enough;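 further: plate controls were DMSO wells with GST-MLLE for no effect and wells lacking GST-MLLE protein for full effect; some results filed as inactive read as strong as hits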
MT1-MMP act inh: blockers of MT1-MMP proenzyme processing, primary screen, HT1080 RFP-PRO-GFP cells, GFP/RFP fluorescence; GFP/RFP ratio fluorescence, overnight; percent of plate control window, DMSO zero; GFP/RFP ratio change, % at 20 µM; 360,000 tested, 0.061% active; AID 651647, 2012;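 active means GFP/RFP ratio change of at least 30% with cell ATP level not reduced by more than half and red fluorescence within 50% of control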; further: strong numbers were not always called active
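Material – HT1080 RFP-PRO-GFP cells · Control set – DMSO wells and RFP-L50D-GFP cells · Incubation – overnight cell settling, then overnight compound exposure, 37 °C, 5% CO2 · Compound dosing – single-point 20 µM compound, 1% DMSO · Read-out – GFP/RFP fluorescence ratio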
MsrA inh: bovine MsrA enzyme inhibitors, primary screen, biochemical, absorbance, HTS; Methionine sulfoxide reductase A (Bos taurus); purified bovine MsrA, absorbance read-out; inhibition, % at 15.5 µM; 360,000 tested, 0.75% active; AID 651718, 2012; in the data active means inhibition above about 4.5%;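 further: 0% = vehicle wells with enzyme and 100% = reference inhibitor wells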
eLon inh: inhibitors of E. coli Lon protease, primary screen, biochemical, fluorescence polarization; P0A9M0; purified E. coli Lon protease; 360,000 tested, 0.42% active; inhibition, % at 7.94 µM; in the data active means inhibition above about 13%, passing the limit was not always enough;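 further: 0% = enzyme with probe and DMSO and 100% = no enzyme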
Target sequence (P0A9M0 whole entry, looked up): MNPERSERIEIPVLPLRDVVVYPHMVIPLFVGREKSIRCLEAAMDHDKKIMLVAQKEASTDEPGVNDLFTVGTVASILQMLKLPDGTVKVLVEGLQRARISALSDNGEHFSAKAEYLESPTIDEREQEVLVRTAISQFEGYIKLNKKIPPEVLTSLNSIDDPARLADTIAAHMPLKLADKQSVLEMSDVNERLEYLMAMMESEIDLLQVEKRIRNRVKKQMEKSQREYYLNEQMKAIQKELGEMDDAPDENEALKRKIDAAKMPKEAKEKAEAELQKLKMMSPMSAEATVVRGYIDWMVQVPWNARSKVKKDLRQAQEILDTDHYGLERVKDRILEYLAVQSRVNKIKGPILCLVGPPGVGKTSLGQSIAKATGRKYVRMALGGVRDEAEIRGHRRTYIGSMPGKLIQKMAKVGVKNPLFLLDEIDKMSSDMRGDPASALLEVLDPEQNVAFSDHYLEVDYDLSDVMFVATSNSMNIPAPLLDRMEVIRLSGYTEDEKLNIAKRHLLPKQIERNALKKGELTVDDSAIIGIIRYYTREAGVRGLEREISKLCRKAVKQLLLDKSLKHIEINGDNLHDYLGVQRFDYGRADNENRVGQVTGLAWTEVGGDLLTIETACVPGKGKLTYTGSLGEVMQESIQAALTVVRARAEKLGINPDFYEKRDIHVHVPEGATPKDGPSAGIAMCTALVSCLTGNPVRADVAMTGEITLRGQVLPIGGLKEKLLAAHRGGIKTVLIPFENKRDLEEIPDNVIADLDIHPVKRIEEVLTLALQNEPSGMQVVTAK
Rpn11 block: Rpn11 (PSMD14) deubiquitinase inhibitors, primary screen, biochemical, fluorescence polarization, uHTS | 26S proteasome non-ATPase regulatory subunit 14 (Homo sapiens), O00487 | human 26S proteasome, Ub4-pepOG fluorescence polarization; 20S core pre-blocked with epoxomicin | calls only at 20 µM | 360,000 tested, 0.59% active | AID 588493, 2011;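 active means inhibition at 20 µM, scaled to each plate's controls, above about 33%, limit read from the data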
Target sequence (O00487 whole entry, looked up): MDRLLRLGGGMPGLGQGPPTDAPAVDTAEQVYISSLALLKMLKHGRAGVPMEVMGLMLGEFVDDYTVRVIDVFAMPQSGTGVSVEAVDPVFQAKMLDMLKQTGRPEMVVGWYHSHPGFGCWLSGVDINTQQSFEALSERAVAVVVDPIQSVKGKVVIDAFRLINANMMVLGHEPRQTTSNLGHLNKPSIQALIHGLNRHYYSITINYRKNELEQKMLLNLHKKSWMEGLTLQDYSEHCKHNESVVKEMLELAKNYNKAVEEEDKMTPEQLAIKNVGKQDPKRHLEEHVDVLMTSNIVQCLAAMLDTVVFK
Rin1-Abl PPI inh: inhibitors of Rin1-Abl protein binding, primary screen, biochemical, TR-FRET | inhibition, % at 7.35 µM | Tyrosine-protein kinase ABL1 (Homo sapiens) + Ras and Rab interactor 1 (Homo sapiens), … | 360,000 tested, 0.4% active; in the data active means inhibition above about 5%, passing the limit was not always enough
FAS TE block: FAS thioesterase domain inhibitors, primary screen, biochemical, fluorescence intensity, uHTS; inhibition, % at 15 µM; Fatty acid synthase (Homo sapiens), P49327; AID 602261, 2012; recombinant FAS-TE, OMFH fluorogenic substrate, fluorescence endpoint; 360,000 tested, 0.67% active;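 active means compounds whose normalised, plate-corrected inhibition of enzyme fluorescence in the single-dose primary screen is 50% or more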;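 further: 0% = DMSO with enzyme and 100% = substrate without enzyme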
CSN deneddyl inh: inhibitors of CSN-mediated cullin deneddylation, primary screen, biochemical, fluorescence polarization, uHTS. Purified CSN, SCF-Nedd8-OG deneddylation. inhibition, % at 12.5 µM. AID 651999, 2013. 360,000 tested, 0.38% active;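 active means pattern-corrected inhibition above about 35%, with an unprinted fluorescence ratio check between 0.5 and 1.5, limit read from the data, passing the limit was not always enough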;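 further: 0% = enzyme with substrate and 100% = substrate without enzyme; some results filed as inactive read as strong as hits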
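Assay system: purified human Csn5 enzyme expressed in HEK293T cells; Input: 0.24 nM Csn5 enzyme, final concentration; Reagent: 10 nM SCFSkp2-Nedd8OG; Compound dosing: 12.5 µM single point; Times: reaction 90 min, room temperature; Technique: fluorescence polarization readout.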
bovine MsrA act: bovine MsrA enzyme activators, primary screen, biochemical, absorbance, HTS; purified bovine MsrA, absorbance read-out; activation, % at 10.6 µM; AID 602163, 2012; 360,000 tested, 0.3% active; Methionine sulfoxide reductase A (Bos taurus); in the data active means activation above about 7.5%;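 further: 0% = vehicle and 100% = reference activator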
* hit, by the source's call; i = inactive; · = no result given.

structure	Rpn11 block	FAS TE block	MT1-MMP act inh	MsrA inh	CSN deneddyl inh	bovine MsrA act	Rin1-Abl PPI inh	eLon inh	PABP1 MLLE inh
Cc1noc2ncc(C(=O)c3cc(F)ccc3O)cc12	i	-6.9	-2.1	0.5	-0.5	-14.2	-2.4	-1.4	6.5
CN(C)S(=O)(=O)c1cccc(C(=O)Nc2ccc(S(=O)(=O)N3CCCC3)cc2)c1	i	10.1	-4.4	1.8	1.9	-2.2	0.6	-12.6	2.6
CCOc1cc(/C=C2/C(=O)N(c3ccccc3)N=C2C)ccc1OC(=O)c1ccco1	i	-8.5	2.4	0.3	7.4	-4.5	19.3*	-5.7	12.3
CNS(=O)(=O)c1cccc(C(=O)OCC(=O)Nc2nc(OC)cc(OC)n2)c1	i	-2.9	-0.1	1.8	0.5	-1.2	1.7	-12.0	-11.0
O=C(O)CSc1nnc(-c2ccncc2)n1-c1ccc(Cl)cc1	i	-4.9	6.1	1.1	0.1	0.8	1.4	-10.0	-82.8
CCc1nnc(NC(=O)C(C)Sc2ccccc2)s1 (stereo not given)	i	-4.6	3.7	-0.3	3.7	0.4	0.6	5.9	3.6
COc1ccc(OCC(=O)Nc2c(C)ccc3nsnc23)cc1	i	-7.4	-1.5	1.1	-2.4	-3.2	-3.3	9.4	7.6
Cc1ccc2nc(SCC(=O)N3CCCCC3)nc(=O)n2c1	i	-4.4	0.9	2.3	2.6	-4.0	5.4	-4.8	-1.0
CCOC(=O)c1cc(C#N)c(SCC(=O)Nc2ccc(C(C)=O)cc2)[nH]c1=O	i	3.6	1.4	2.3	5.3	-1.1	-0.8	0.4	16.8
COc1ccc(-c2nc(CN3CCC(C(=O)NC4CCCC4)CC3)c(C)o2)cc1OC	i	0.7	-3.5	0.0	-5.3	-3.3	3.4	1.4	-1.8
CC(C)(C)n1nnnc1C(c1ccc(Cl)cc1)N1CCSCC1 (stereo not given)	i	7.0	-5.4	0.3	-4.6	-5.5	2.2	-0.5	2.2
Cc1cc(C)n(-c2nc3ccccc3c(=O)n2OCCOc2ccccc2)n1	i	1.9	6.2	-1.0	0.7	-1.3	-0.7	3.8	-0.1
COC(=O)[C@]1(C)N[C@H](CN(C)C(C)=O)[C@@H]2C(=O)N(C)C(=O)[C@@H]21	i	-8.9	0.9	-0.8	0.0	2.8	-0.8	-6.2	15.1
CNCCOc1ccccc1OC(C)C	i	-4.6	-2.8	-0.5	-5.6	-12.3	1.2	-0.5	20.8
CC(O)C(NC(=O)OCc1ccccc1)C(=O)NCC(=O)NCC(=O)OCc1ccccc1 (stereo not given)	i	-4.2	2.8	·	-1.8	-6.6	6.3	-5.6	1.6
CC(=O)c1cccc(-c2cnc3c(NC=O)cc(-c4ccc(C(=O)N5CCOCC5)cc4)cn23)c1	i	19.0	-0.4	1.9	-1.0	-2.9	-2.9	-12.4	-12.9
Clc1ccc(-n2cccc2/C=N/n2cnnc2)cc1	i	-3.0	-2.4	1.1	-0.9	-2.5	-2.0	-0.7	4.6
CC(C)CCOCC1CC2(CC(C)(c3csc(N)n3)OC2=O)C(=O)O1 (stereo not given)	i	-2.6	0.1	0.3	0.0	2.8	-1.5	-7.9	3.9
Cn1cc(C(=O)N/N=C/C2=C(N3CCOCC3)C(=C/c3ccc([N+](=O)[O-])cc3)/CC2)ccc1=O	i	-8.0	-7.7	0.8	-1.1	-10.5	1.4	3.9	1.7
CC(C)(NC(=O)N1CCOCC1)c1cccc(C(C)(C)NC(=O)N2CCOCC2)c1	i	-5.6	8.9	0.4	0.4	-1.1	0.3	11.4	-3.9
CN(C(=O)COC(=O)COc1ccc(Cl)cc1Cl)c1c(N)n(Cc2ccccc2)c(=O)[nH]c1=O	i	-5.8	-1.0	-0.1	-0.2	-2.8	3.0	7.6	-3.2
CN(C)S(=O)(=O)N1CCN(C(=O)N(c2ccccc2)c2ccccc2)CC1	i	-8.5	3.9	-0.7	-2.5	-2.4	0.3	-5.7	-1.8
COc1cc(-n2nnnc2SCC(=O)N2CCN(c3ccc(F)cc3)CC2)c(OC)cc1Cl	i	4.1	-3.0	0.8	-0.1	-1.4	-0.5	-2.6	-20.9
COc1cc2c(cc1OC)CN(Cc1cc(OC)c(O)c(OC)c1)CC2	i	-7.1	-4.6	-0.2	-0.6	-2.2	3.8	-2.1	11.7
CC(=O)C1=C(C)NC(SCc2cccc3ccccc23)=C(C#N)C1c1ccco1 (stereo not given)	i	43.1	-9.9	2.9	-2.5	-2.3	2.8	3.9	-4.8
Cn1nccc1/C=N\NC(=O)c1ccc(Cl)cc1	i	-4.1	2.5	0.7	-1.1	2.9	3.1	-2.5	3.7
COc1ccc(NC(=O)CC(C)n2ccnc2)cc1 (stereo not given)	i	-4.9	-0.5	-1.1	-0.8	-3.6	0.8	3.5	-2.3
CCN1CCSc2ccc(C(=O)NCc3ccccc3F)cc21	i	10.2	2.0	1.4	0.7	-9.2	-1.6	-3.6	20.1
COC(=O)c1ccc2nc(NC(=O)C(C)(C)C)sc2c1	i	-7.7	-6.0	0.1	1.8	2.5	-0.2	-1.5	6.8
COC(=O)C1CCN(C2CN(C3CCCCC3)S(=O)(=O)C2)CC1 (stereo not given)	i	-2.1	4.6	1.0	1.2	-4.0	3.2	-4.3	17.2

The closing 2 compounds of the section before open the next one:
structure	Rpn11 block	FAS TE block	MT1-MMP act inh	MsrA inh	CSN deneddyl inh	bovine MsrA act	Rin1-Abl PPI inh	eLon inh	PABP1 MLLE inh
COC(=O)c1ccc2nc(NC(=O)C(C)(C)C)sc2c1	i	-7.7	-6.0	0.1	1.8	2.5	-0.2	-1.5	6.8
COC(=O)C1CCN(C2CN(C3CCCCC3)S(=O)(=O)C2)CC1 (stereo not given)	i	-2.1	4.6	1.0	1.2	-4.0	3.2	-4.3	17.2
CCCCNC(=O)C1(C)CCCCN1Cc1ccc(OCc2ccccc2)cc1 (stereo not given)	i	24.9	-0.2	2.7	-3.1	0.4	0.2	-7.7	-15.1
O=C(CSc1nc2c(sc3ccccc32)c(=O)n1-c1ccccc1)NCc1ccco1	i	9.2	-2.2	0.6	2.7	-7.6	-11.1	-0.8	-87.6
CCN1C(=O)[C@@H]2[C@@H](c3ccc(-c4ccc(OC)cc4)cc3)N3CCC[C@@]3(C(=O)OC)[C@@H]2C1=O	i	7.0	2.6	2.3	-5.5	-1.5	3.1	-0.1	-6.7
CC1CCN(C(=O)c2cc3nc(-c4ccccc4)cc(-c4ccccc4)n3n2)CC1	i	24.5	-11.8	0.1	-0.5	-2.6	0.5	5.7	0.6
Fc1ccc(-c2nc3ccc(Cl)cn3c2Cc2ccsc2)cc1	i	-8.8	-1.9	-0.4	0.3	-3.3	1.9	6.1	8.0
CCc1ccc(/C=C2\SC(=S)N(CCCC(=O)N(CCO)c3ccccc3)C2=O)cc1	i	25.0	-10.6	1.0	2.0	-0.3	0.7	-3.2	-19.6
Cc1ccc(C)c(Cc2c(C)nc(C)[nH]c2=O)c1	i	-1.6	2.2	-0.8	-2.2	-2.4	-1.8	-1.2	-2.3
COc1ccc(-c2ncccc2OC(=O)C23CC4CC(CC(C4)C2)C3)cc1	i	19.8	1.2	-1.8	-2.8	-3.2	-0.9	-5.2	-12.1
N#CC1=C(N)N(c2ccc(F)cc2)C(=O)C1	i	-3.8	-7.9	0.0	-9.2	-4.9	-0.7	-7.9	30.2
COc1ccc(Cl)cc1NC(=O)CN(C)S(=O)(=O)c1cccs1	i	8.4	-1.8	-0.8	3.7	0.6	-3.9	-1.5	-12.3
COc1ccc(NC(=O)C/C(C)=N/NC(=O)CCc2ccccc2)c(OC)c1	i	-2.8	4.4	0.5	3.1	-5.1	3.5	9.5	-2.8
CCn1c(=O)c2[nH]c(SC)nc2n(CC)c1=O	i	-7.1	-2.9	-0.3	4.0	-4.6	5.3	8.4	9.6
Cc1occc1-c1nnc(SCC(=O)NCCc2ccccc2)n1C(C)c1ccccc1 (stereo not given)	i	12.4	-1.0	-0.8	4.1	-0.4	-6.6	-7.7	-17.4
O=C(NCCOC(=O)c1ccc(S(=O)(=O)N2CCOCC2)cc1)c1cccnc1	i	-8.5	-0.4	-0.7	-1.6	-0.4	2.0	4.9	14.7
COc1ccc(CN2CCC(n3nccc3NC(=O)C3CCCC3)CC2)c(OC)c1	i	-6.7	1.7	-0.1	-6.0	-5.9	0.3	3.7	-8.8
Cc1nc(CS(=O)(=O)c2ccc(Cl)cc2)sc1C(=O)O	i	-1.1	-2.6	0.0	1.0	-6.6	0.6	0.3	-4.9
O=C(NCCS(=O)(=O)N1CCCCC1)c1ccccc1	i	-5.9	-3.7	-0.9	3.9	-1.2	-1.4	-6.5	0.2
COCCN(C(=O)COC(=O)CCc1ccccc1)c1c(N)n(Cc2ccccc2)c(=O)[nH]c1=O	i	-10.9	-1.4	-1.5	0.2	-3.1	1.0	0.2	-6.9
COc1cc(OC)cc(C(=O)N[C@H](C(=O)Nc2ccccc2N2CCOCC2)C(C)C)c1	i	-0.5	-7.2	1.2	0.7	-2.2	1.7	-6.0	1.0
N#CCCn1cc(C(=O)Nc2ccc(C(=O)O)cc2)c(-c2cccs2)n1	i	-5.5	-1.9	0.8	0.1	-4.9	0.5	-0.7	6.9
COc1ccc(C(=O)N/C(=C\c2cccs2)C(=O)N2CCN(C)CC2)cc1OC	i	-3.4	-0.7	3.0	1.3	-7.8	-0.2	15.1	4.5
COc1ccc(C2/C=C\CN(C(=O)c3ccc(C)cc3)CC(=O)N2Cc2ccc(F)cc2)cc1 (stereo not given)	i	25.7	-4.9	0.8	3.5	-5.6	0.1	-3.2	-2.9
C=CCn1cccc(C(=O)Nc2cc(OC)c(OC)c(OC)c2)c1=O	i	-1.4	5.9	0.5	-8.0	-15.4	0.1	-2.5	-2.1
CCOc1ccc2oc(C(=O)Nc3ccc(C)cn3)c(C)c2c1	i	-0.5	4.1	0.9	2.3	-2.4	-1.2	-4.1	5.8
CC(C)CC(NC(=O)OC(C)(C)C)C(=O)NC(C(=O)NC(C)C(N)=O)C(C)C (stereo not given)	i	-8.5	5.8	0.2	-4.3	4.1	-0.3	-2.0	3.9
COC(=O)c1ccccc1NC(=O)CCc1ccccc1	i	3.5	1.6	0.3	-0.5	-2.0	-1.2	-3.7	4.4

Taken from above:
`CC(C)CC(NC(=O)OC(C)(C)C)C(=O)NC(C(=O)NC(C)C(N)=O)C(C)C` (stereo not given) – eLon inh = -2.0
`O=C(NCCOC(=O)c1ccc(S(=O)(=O)N2CCOCC2)cc1)c1cccnc1` – CSN deneddyl inh = -1.6
`Fc1ccc(-c2nc3ccc(Cl)cn3c2Cc2ccsc2)cc1` – MT1-MMP act inh = -1.9
